MBNL1 CUG block: qHTS Assay for Inhibitors of MBNL1-poly(CUG) RNA binding. Muscleblind-like protein 1 (Homo sapiens), Q9NR56. TR-FRET MBNL1-His/biotin-(CUG)12 binding, 665/545 ratio. Potency, µM (series often up to 57.5 µM), inactives show at the top dose activity change, negative = inhibition, actives largely listed as inhibitors. 0.036% of 280,000 active; active = well fitted inhibition curve with a large enough effect in the signal ratio, with a control signal flat, not every such curve was filed as active; inconclusive = small, poorly fitted or top-dose-only effect, or effect the other way, or a change in a side signal; inactive = no such curve, though single readings can be large or run the other way; the % refers to the signal ratio; also: potency is read from the fitted curve at half-maximal effect; % is scaled to controls: 0 for no effect and ±100 for the full control effect
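MBNL1-His + Biotin-(CUG)12, cpd titration 92 nM–58 uM; Tb anti-His Ab 0.055 ng/ul, SA-XL665 5 nM (final); 60 min RT; ratiometric 665/545 nm, Ex 340 nm; normalized to buffer and full-complex controls.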
Coupling enz: qHTS Assay for Inhibitors of Fructose-1,6-bisphosphate Aldolase from Giardia Lamblia: Coupling assay counterscreen; AID 2472, 2010; 0.67% of 290,000 active; activity change, negative = inhibition, % at 58.2 µM, hits read low; coupling enzyme system counterscreen, AmpLite Red fluorescence; in the data active = activity change below about -30%; also: % is scaled to controls: 0 for no effect and ±100 for the full control effect
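Activity here indicates interference with the coupling reaction, not aldolase inhibition. Compounds at 57.5 uM final met coupling enzymes for 10 min at RT; substrate and AmpLite Red detection followed, with a 525/598 nm fluorescence read after 20 min.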
MLL CXXC-DNA inh: qHTS Fluorescence Polarization Assay for Inhibitors of MLL CXXC domain - DNA interaction; Histone-lysine N-methyltransferase 2A (Homo sapiens), Q03164; MLL-CXXC / FITC-HOXA9 DNA fluorescence polarization; Potency, µM (doses to about 115 µM), for inactives: top-dose activity change, negative = inhibition, hits mostly inhibitors; 0.037% of 290,000 active; AID 2662, 2010; active = well fitted inhibition curve with a large enough effect in the polarisation, with a control signal flat, not every such curve was filed as active; inconclusive = small, poorly fitted or top-dose-only effect, or effect the other way, or a change in a side signal; inactive = no such curve, though single readings can be large or run the other way; the % refers to the polarisation; also: potency is read from the fitted curve at half-maximal effect
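Steps: dispense CXXC domain solution (7 uM) → pin compounds or unlabeled HOX-A9 DNA control → 5 min ambient → add FLSN-HOX-A9 solution (50 nM) → spin → 30 min ambient → fluorescence polarization. Tris pH 7.5/NaCl/DTT/BSA buffer.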
GALK inhibitor: qHTS Assay for Inhibitors of Human Galactokinase (GALK); AID 1868, 2009; 0.007% of 270,000 active; Potency, µM (series often up to 57.5 µM), for inactives: at the highest dose activity change, negative = inhibition, usual class: inhibitors; Purified GALK, Kinase-Glo residual ATP luminescence; P51570; also: potency is read from the fitted curve at half-maximal effect; % is scaled to controls: 0 for no effect and ±100 for the full control effect
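5 nM enzyme, 35 uM ATP, 100 uM galactose, 20 mM HEPES pH8.0, 5 mM MgCl2; 1 h RT; residual ATP by Kinase-Glo Plus luminescence, qHTS format.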
KCNH2 3.1 block: qHTS for Inhibitors of KCHN2 3.1: Mutant qHTS | 0.95% of 340,000 active | U2OS KCNH2 3.1, thallium flux FluxOr; active compounds read low | activity change, % (tested at about 1.8 µM) | Potassium voltage-gated channel subfamily H member 2, brain isoform KCNH2 3.1 (human);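 active = maximum activity change below -70%; inconclusive = maximum activity change from -70% to -50%; inactive = maximum activity change above -50%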;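 also: thallium influx rate constant from kinetic fluorescence after stimulation buffer; % is scaled to controls: 0 for no effect and ±100 for the full control effect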
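Kinetic fluorescence (2 min after stimulation buffer) measures Tl+ influx through KCNH2 3.1 expressed by viral transduction in U2OS cells; the rate constant is normalized against DMSO controls serving as positive and negative references.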
a7 integrin act: qHTS for Activators of Integrin-Mediated Alleviation for Muscular Dystrophy. alpha7betagal myoblasts, beta-gal FDG fluorescence, 48 h. Potency, µM (titrated, usually from 38.3 µM), for the others: at the highest dose activation, most hits filed as activators. 0.064% of 350,000 active;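 also: potency is read from the fitted curve at half-maximal effect; 100% = response of the positive control SU9516; nearly all actives have a fitted effect of over 60% in size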
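alpha7betagal+/- myoblasts (passage 13, 250/well) treated 48 h at 37C with compounds at 1:260 dilution of DMSO stock. Lysed, then beta-galactosidase activity read as FDG fluorescence (ex 480/em 540) after 30 min, with pre-read for autofluorescence.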
AT treatment: qHTS Assay for Identifying a Potential Treatment of Ataxia-Telangiectasia. 0.19% of 320,000 active. AID 485349, 2010. […] A-T fibroblasts, KAP-1 phosphorylation AlphaLISA; neocarzinostatin DNA damage 30 min before lysis. Potency, µM (series often up to 57.5 µM), for the others: top-dose activation, actives largely listed as activators; also: potency is read from the fitted curve at half-maximal effect; % of control where 0% means no effect; nearly all actives have a fitted effect of over 45% in size
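hTERT-immortalized A-T patient fibroblasts ([…]), 500 cells/well in OPTI-MEM, 1% FBS, got compounds for 60 min, then NCS for 30 min at 37C. Lysates were then assayed for phospho-KAP-1 by AlphaLISA (anti-pKAP1 donor, anti-KAP1 acceptor beads), 6 hr at 25C.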
KCNH2 WT inh: qHTS for Inhibitors of KCHN2 3.1: Wildtype qHTS; U2OS, BacMam KCNH2, thallium flux FluxOr; active compounds read low; Voltage-gated inwardly rectifying potassium channel KCNH2 (Homo sapiens), Q12809; AID 720551, 2013; activity change, % at 1.84 µM; 0.37% of 340,000 active;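 active = maximum activity change below -70%; inconclusive = maximum activity change between -70% and -50%; inactive = maximum activity change above -50%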; also: % is scaled to controls: 0 for no effect and ±100 for the full control effect
Target sequence (Q12809 whole entry, looked up): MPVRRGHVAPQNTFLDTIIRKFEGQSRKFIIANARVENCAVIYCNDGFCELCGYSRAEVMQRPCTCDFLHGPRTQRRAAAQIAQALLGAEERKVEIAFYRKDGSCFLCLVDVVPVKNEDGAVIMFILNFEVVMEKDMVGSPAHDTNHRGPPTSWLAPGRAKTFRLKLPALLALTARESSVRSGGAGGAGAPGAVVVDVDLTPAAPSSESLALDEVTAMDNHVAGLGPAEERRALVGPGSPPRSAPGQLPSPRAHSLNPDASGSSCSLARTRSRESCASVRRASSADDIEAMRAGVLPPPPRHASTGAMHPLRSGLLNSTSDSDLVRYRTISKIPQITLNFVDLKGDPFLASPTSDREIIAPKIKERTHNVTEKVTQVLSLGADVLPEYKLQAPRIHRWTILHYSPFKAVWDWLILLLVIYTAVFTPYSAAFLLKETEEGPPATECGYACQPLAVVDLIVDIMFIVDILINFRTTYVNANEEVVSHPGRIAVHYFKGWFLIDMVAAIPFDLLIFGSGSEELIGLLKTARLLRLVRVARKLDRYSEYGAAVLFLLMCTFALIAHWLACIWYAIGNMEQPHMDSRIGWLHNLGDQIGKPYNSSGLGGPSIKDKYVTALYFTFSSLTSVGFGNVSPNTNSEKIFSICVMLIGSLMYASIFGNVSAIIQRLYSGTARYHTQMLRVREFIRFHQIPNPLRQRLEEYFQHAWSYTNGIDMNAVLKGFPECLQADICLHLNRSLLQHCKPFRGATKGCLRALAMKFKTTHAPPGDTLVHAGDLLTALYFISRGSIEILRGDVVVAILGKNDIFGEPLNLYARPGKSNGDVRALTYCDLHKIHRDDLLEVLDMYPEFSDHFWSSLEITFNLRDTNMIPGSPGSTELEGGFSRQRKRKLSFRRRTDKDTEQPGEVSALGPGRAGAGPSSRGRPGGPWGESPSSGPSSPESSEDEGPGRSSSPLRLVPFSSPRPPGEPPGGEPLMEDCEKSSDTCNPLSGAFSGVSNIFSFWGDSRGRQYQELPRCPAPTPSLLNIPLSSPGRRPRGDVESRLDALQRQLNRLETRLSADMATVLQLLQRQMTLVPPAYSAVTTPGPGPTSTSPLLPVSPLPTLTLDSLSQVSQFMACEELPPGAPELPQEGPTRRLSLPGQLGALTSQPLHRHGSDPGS
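U2OS cells were transduced with wild-type KCNH2 virus (2.03 x 10^8 / mL) for 4 h at room temperature, then cultured overnight at 37 C. Thallium flux was read with FluxOr dye. Rate constants were normalized to DMSO controls.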
TRPV1 ag: HTS Assay for Compounds that Act as Agonists of the Vanilloid Receptor 1. activation, % at 8.33 µM. TRPV1-expressing cells, Fluo-8 calcium influx, agonist mode. AID 540275, 2011. Transient receptor potential cation channel subfamily V member 1 (Homo sapiens), Q8NER1. 0.19% of 320,000 active; in the data active = activation above about 80%; inconclusive = between about 30% and that limit; also: 0% is about no effect
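TRPV1-expressing cells were cultured overnight at 35.5C and loaded with Fluo-8 calcium dye for 40 to 90 min at room temperature. After a 10 s baseline, compound was added and calcium influx was read kinetically for 3 min (ex 480/em 520 nm).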
ASM inhibitor: Inhibitors of Secretory Acid Sphingomyelinase (S-ASM): qHTS. Sphingomyelin phosphodiesterase (Homo sapiens), P17405. placental ASM, HMU-PC fluorogenic substrate, 60 min. Potency, µM (top dose mostly 57.5 µM), for inactives: top-dose activity change, negative = inhibition, hits mostly inhibitors. 0.006% of 340,000 active. AID 504937, 2011; also: potency is read from the fitted curve at half-maximal effect
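HMU-PC0 cleavage (9 uM final) by human placental ASM, 60 min at 37 °C following 10 min compound exposure at RT; stopped at pH 10, fluorescence Ex 386/Em 447 nm.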
* = called active by the depositor; ? = inconclusive; . = no result given; [ ] = remark or other dose. Unless noted, calls follow the shape of the dose curve; as a rule, active = well fitted curve in the direction sought with a large enough effect; inconclusive = small, poorly fitted or top-dose-only effect, or another doubt; inactive = no such curve, though single readings can be large; an effect the other way counts as inactive or inconclusive.

Order of results: MBNL1 CUG block, Coupling enz, MLL CXXC-DNA inh, GALK inhibitor, KCNH2 3.1 block, a7 integrin act, AT treatment, KCNH2 WT inh, TRPV1 ag, ASM inhibitor
- COc1ccc2c(c1OC)C(=O)OC2Nc1nc2ccccc2s1 (configuration not stated)
  ., -2, -20%, 4%, 9, 1%, -2%, -8, -1, -4%
- CCOCc1c(C(=O)OCC(=O)NCc2ccc(F)cc2)oc2ccccc12
  ., ., ., ., 4, 7%, 12%, -1, 28, 1%
- COC(=O)CCCNC(=O)c1ccc(OS(=O)(=O)c2cc([N+](=O)[O-])ccc2C)cc1
  ., ., ., ., 5, -1%, ., -2, -1, -1%
- COc1ccc(C2C3=C(CC(C)(C)CC3=O)Oc3ncn(CCCn4ccnc4)c(=N)c32)cc1 (configuration not stated)
  -21%, -1, -8%, -1%, -7, 0%, 6%, -7, 5, 5%
- CCc1cccc(CC)c1NC(=O)c1cccc(S(=O)(=O)N2CCN(C)CC2)c1
  9%, ., 5%, -1%, 5, 25%, 11%, -4, 2, 2%
- Cc1cc(C)nc(N2CCCC(C(=O)Nc3nnc(C)s3)C2)n1 (configuration not stated)
  10%, 0, 1%, 1%, 0, 32%, 1%, -10, 8, -1%
- O=c1cc(-c2ccccc2Cl)oc2c(NS(=O)(=O)c3ccccc3C(F)(F)F)ccc(O)c12
  9%, -2, -7%, 1%, -13, 17%, -16%, -4, 1, -21%
- CCN(CC(=O)NCc1ccc(Cl)cc1)C(=O)CSCC(=O)Nc1cccc(C)c1
  -4%, ., -4%, -6%, -22, -8%, 12%, 21, 1, 0%
- O=C(CN1C(=O)/C(=C2/SC(=S)N(CCS(=O)(=O)O)C2=O)c2ccccc21)Nc1cccc(Br)c1
  ., ., ., ., -2, 10%, 15%, 4, ., ?
- CC(SCC(=O)Nc1ccccc1)c1nc2ccccc2c(=O)[nH]1 (configuration not stated)
  -3%, -21, -15%, -6%, 2, -3%, 3%, -15, -3, -2%
- CC1CCC2(CC1)NC(=O)N(Cc1nnc(-c3cccs3)o1)C2=O (configuration not stated)
  -2%, 2, 5%, 5%, 10, 0%, 2%, 1, -2, 0%
- Cc1ccc(NC(=O)CSc2nnc(CNC(=O)c3ccco3)n2C)cc1C
  ., ., ., ., 9, -1%, -2%, 24, -4, -1%
- O=C1/C(=C\c2ccncc2)CCc2ccccc21
  ., ., ., ., -6, -11%, 20%, -6, 10, 1%
- Cc1cccc(NC(=O)N(Cc2cc3cc(C)cc(C)c3[nH]c2=O)CC2COCCO2)c1 (configuration not stated)
  0%, 0, 0%, -3%, -19, 7%, 1%, -12, 8, -14%
- Cn1c(SCC(=O)Nc2cc(S(=O)(=O)N3CCOCC3)ccc2N2CCOCC2)nnc1-c1ccncc1
  -11%, 2, 4%, 2%, 6, 6%, 3%, 11, 2, 6%

Three entries out of the list, ordered by molecular weight, ascending:
Order of results: MBNL1 CUG block, Coupling enz, MLL CXXC-DNA inh, GALK inhibitor, KCNH2 3.1 block, a7 integrin act, AT treatment, KCNH2 WT inh, TRPV1 ag, ASM inhibitor
- O=C1/C(=C\c2ccncc2)CCc2ccccc21
  ., ., ., ., -6, -11%, 20%, -6, 10, 1%
- Cc1cc(C)nc(N2CCCC(C(=O)Nc3nnc(C)s3)C2)n1 (configuration not stated)
  10%, 0, 1%, 1%, 0, 32%, 1%, -10, 8, -1%
- CC(SCC(=O)Nc1ccccc1)c1nc2ccccc2c(=O)[nH]1 (configuration not stated)
  -3%, -21, -15%, -6%, 2, -3%, 3%, -15, -3, -2%

More compounds follow.
Order of results: MBNL1 CUG block, Coupling enz, MLL CXXC-DNA inh, GALK inhibitor, KCNH2 3.1 block, a7 integrin act, AT treatment, KCNH2 WT inh, TRPV1 ag, ASM inhibitor
- C=CCc1ccc(OCCOc2cccc3cccnc23)c(OC)c1
  22%, -6, 8%, ., -6, 18%, 3%, 9, 1, 2%
- Cc1nccn1CC(=O)c1ccc(O)c(O)c1
  ., ., ., ., 10, 31%, -3%, -1, -1, 1%
- CCn1c(SCC(=O)NNC(=O)c2ccc(C)cc2)nnc1C(C)C
  2%, 2, 5%, -3%, 12, -8%, -3%, 2, 1, 0%
- Cc1ccc(C)c(N(Cc2cc3ccc(C)cc3[nH]c2=O)C(=O)c2ccco2)c1
  -6%, 5, -1%, -3%, -8, ?, 8%, -2, ?, -1%
- CC(=O)c1sc(NC(=O)C2COc3ccccc3O2)nc1C (configuration not stated)
  67%[activator], -2, -9%, 0%, 1, 21%, 0%, -4, 1, -9%
- CC1Cc2ccccc2N1C(=O)c1cnc2ccccn2c1=O (configuration not stated)
  4%, 0, 9%, -4%, 4, -7%, 6%, 2, 0, 0%
- CC(C)c1ccc(NC(=S)NNC(=O)C2CC2)cc1
  -11%, -1, 64%[activator], 1%, -7, 0%, -11%, 8, 13, -2%
- N#Cc1c(-c2ccccc2)c(-c2ccccc2)n[nH]c1=O
  ?, 15, 11%, 1%, 29, 4%, -1%, 17, -3, -1%
- Cc1cc(NC(=O)C2CCCCC2)n(-c2nc3ccccc3[nH]2)n1
  1%, 1, -11%, 0%, -16, -36%, -2%, -2, ?, -22%
- Cc1cc(C)cc(N(CCC#N)C(=O)COC(=O)c2nc3nc(C)cc(C)n3n2)c1
  ., ., ., ., 35, 23%, 2%, 2, 2, 7%
- CC(C(=O)OCC(=O)c1ccccc1)N1C(=O)C2C3CCC(C3)C2C1=O (configuration not stated)
  -9%, -4, -2%, -3%, 3, ?, 0%, 4, 6, 2%
- Cn1c(NC(=O)c2ccc(F)c(F)c2)cc(=O)n(C)c1=O
  -5%, 3, 8%, -5%, 15, -19%, 3%, 8, -3, 3%
- O=C(NCc1ccccn1)c1cccc(S(=O)(=O)Nc2ccc(SC(F)F)cc2)c1
  ., ., ., ., 24, 3%, 5%, -1, 3, -2%
- COc1ccc(-c2onc(C)c2-c2cnn(-c3ccccc3)c2)c(O)c1
  -6%, -3, -6%, -1%, -14, -19%, 15%, -16, 27, -16%
- S=C(NCCCn1ccnc1)NC1CCCCC1
  -10%, -1, 2%, 3%, -12, -8%, -2%, 3, 2, 7%

Order of results: MBNL1 CUG block, Coupling enz, MLL CXXC-DNA inh, GALK inhibitor, KCNH2 3.1 block, a7 integrin act, AT treatment, KCNH2 WT inh, TRPV1 ag, ASM inhibitor
- O=C(O)c1cc(NN=Nc2cccc([N+](=O)[O-])c2)cc([N+](=O)[O-])c1
  ., -7, 0%, 3%, 19, 12%, -4%, ., -1, 3%
- O=C(NS(=O)(=O)c1ccccc1)c1cccc(Br)c1
  0%, ., -10%, -2%, -4, -19%, 2%, 10, 1, 3%
- COc1ccc(C(CNC(=O)c2cc3c(s2)CCCC3)N2CCOCC2)cc1 (configuration not stated)
  -1%, ., 13%, -3%, 5, -10%, 20%, 1, 0, 4%
- O=C(O)c1ccccc1NN=C1CCCCC1
  -9%, 0, 1%, 2%, 25, 8%, -1%, 20, -4, -2%
- CC(=O)c1ccc(OCc2cc(C(=O)NC3CCCCC3)no2)cc1
  -1%, ., 1%, -4%, 12, 0%, 13%, 5, 5, 1%

Individual results from above:
`O=C(O)c1cc(NN=Nc2cccc([N+](=O)[O-])c2)cc([N+](=O)[O-])c1` in Coupling enz shows -7
`COc1ccc(C(CNC(=O)c2cc3c(s2)CCCC3)N2CCOCC2)cc1` (configuration not stated) in MBNL1 CUG block shows -1%
`CC(=O)c1ccc(OCc2cc(C(=O)NC3CCCCC3)no2)cc1` in MLL CXXC-DNA inh shows 1%

High-throughput results from PubChem BioAssay.
